Source: PubChem (National Center for Advancing Translational Sciences (NCATS))
D1 PAM – enhances dopamine response at the human D1 receptor; actives 0.036% (n = 360,000); potentiation, % at 10 µM; HEK293 TREx D1 cells, calcium flux, dopamine EC20 potentiation; AID 504651; in the data active = potentiation above about 30%; note: 0% is about no effect
Target sequence (P21728 whole entry, looked up): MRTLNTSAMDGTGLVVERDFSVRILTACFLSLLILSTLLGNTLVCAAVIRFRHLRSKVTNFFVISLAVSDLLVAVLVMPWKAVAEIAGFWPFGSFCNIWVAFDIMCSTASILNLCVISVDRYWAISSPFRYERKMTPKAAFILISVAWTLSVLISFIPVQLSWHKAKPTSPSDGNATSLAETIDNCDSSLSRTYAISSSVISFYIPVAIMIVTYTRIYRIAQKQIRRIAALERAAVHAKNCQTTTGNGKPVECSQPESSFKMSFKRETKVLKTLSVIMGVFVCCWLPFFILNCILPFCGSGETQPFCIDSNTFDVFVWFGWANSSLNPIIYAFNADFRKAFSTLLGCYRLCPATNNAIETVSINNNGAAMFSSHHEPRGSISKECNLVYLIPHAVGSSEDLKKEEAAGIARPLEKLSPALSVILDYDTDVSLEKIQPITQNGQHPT
Vif-A3G inh – blocks the Vif interaction with human APOBEC3G; Q9HC16; HeLa A3G-eYFP + Vif (tagged APOBEC3G with the HIV-1 protein that degrades it), YFP fluorescence, overnight; Potency, µM (series often up to 46.1 µM), inactives show at the top dose activity, negative = active, most hits filed as inhibitors; actives 0.076% (n = 410,000); AID 602310;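 note: potency is the fitted concentration of half-maximal effect; % is set by controls: 0 for no effect and ±100 for the full control effect; nearly all actives have a fitted effect of over 60% in size; hits raise eYFP signal because A3G escapes Vif-driven loss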
Target sequence (Q9HC16 whole entry, looked up): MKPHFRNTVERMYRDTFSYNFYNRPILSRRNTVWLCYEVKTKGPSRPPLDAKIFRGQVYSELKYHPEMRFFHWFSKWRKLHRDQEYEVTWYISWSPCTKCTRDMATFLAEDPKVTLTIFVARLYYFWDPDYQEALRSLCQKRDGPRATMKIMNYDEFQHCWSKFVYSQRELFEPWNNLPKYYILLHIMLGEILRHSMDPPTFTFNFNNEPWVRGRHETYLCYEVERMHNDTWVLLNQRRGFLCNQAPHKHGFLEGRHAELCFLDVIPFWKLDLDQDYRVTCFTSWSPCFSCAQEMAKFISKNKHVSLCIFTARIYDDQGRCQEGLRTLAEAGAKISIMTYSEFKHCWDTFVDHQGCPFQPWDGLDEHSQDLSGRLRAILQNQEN
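Read-out is eYFP fluorescence (Ex 488/Em 500-530) from Vif-expressing HeLa A3G-eYFP cells; more signal means A3G escaped Vif-mediated degradation. Cells plated overnight, compound pinned in, incubated overnight at 37 deg C.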
GRP78 ERSR act – ER stress response induction in glioma; U87-MG GRP78 promoter luciferase reporter, 16 h; Potency, µM, inactives show at the top dose activation, hits mostly activators; actives 0.02% (n = 420,000); note: potency is the fitted concentration of half-maximal effect; series mostly up to about 76 µM; % of control where 0% means no effect; nearly all actives have a fitted effect of over 35% in size
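ERSR induction read as luciferase luminescence (Bright-Glo, 10 min at room temperature) in stably transfected human U87-MG glioma cells exposed to compounds for 16 h, using GRP78 as sensor.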
D1 ag – human D1 receptor agonism; P21728; HEK293 T-REx D1 cells, calcium flux, agonist mode; activation, % at 2 µM; actives 1% (n = 360,000); AID 504660; in the data active = activation above about 30%; note: 0% is about no effect
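Tetracycline-induced HEK293 TREx D1 cells, force-coupled to calcium signalling, were dye-loaded with a no-wash calcium kit. Compound was pin-added after a 10 s baseline. Fluorescence was read kinetically at 1 cycle/s for 180 s, with calcium rises flagged as agonism.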
D1 antagonist – blocks dopamine activation of the human D1 receptor; P21728; HEK293 TREx D1 cells, calcium flux, dopamine EC80; hits give low values; activity change, negative = inhibition, % at 10 µM; actives 3.2% (n = 360,000); AID 504652; in the data active = activity change below about -30%; note: % is set by controls: 0 for no effect and ±100 for the full control effect
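Inducible Hek293 Trex D1 cells (tetracycline, overnight, 30 C). Calcium dye 30–90 min RT. Antagonist mode: EC80 dopamine added after 180 s compound read.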
RXFP1 agonist – activates the human relaxin receptor RXFP1. actives 0.3% (n = 370,000). Potency, µM (doses to about 57.5 µM), without a hit: at the highest dose activation, actives largely listed as activators. HEK293T-RXFP1 cAMP TR-FRET, 30 min; response scale: percent of porcine relaxin response, buffer zero. Q9HBX9; note: potency is the fitted concentration of half-maximal effect; % is set by controls: 0 for no effect and ±100 for the full control effect; nearly all actives have a fitted effect of over 60% in size; many of its hits are not listed in these tables
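cAMP rise read by TR-FRET after 30 min, 37C compound exposure (up to 58 uM) in RXFP1-transfected HEK293 cells with Ro 20174 present. EC50 from Hill-equation fits, with 29 nM porcine relaxin as 100% and buffer as basal.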
D2 potentiator – D2 dopamine receptor (human) potentiation. P14416. HEK293 T-REx D2, calcium flux, EC20 dopamine potentiation. potentiation, % at 10 µM. actives 0.34% (n = 340,000). AID 485347;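 active = potentiation over 3 SD above the plate norm, cut at about 30% in these data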; note: 0% is about no effect
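Tetracycline-induced HEK293 T-REx cells force-coupled to calcium signalling expressed D2; compounds were pin-added after a 10 s baseline, read kinetically 180 s, then an EC20 dopamine challenge followed with a further 180 s calcium read.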
Vif-APOBEC3F blk – inhibitors of Vif-A3F interaction; HeLa A3F-eYFP + Vif (tagged APOBEC3F with the HIV-1 protein that degrades it), YFP fluorescence increase; Potency, µM (top dose mostly 46.1 µM), for the others: top-dose activity, negative = active; actives 0.2% (n = 390,000); note: potency is the fitted concentration of half-maximal effect; % of control where 0% means no effect; nearly all actives have a fitted effect of over 65% in size
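Fluorescence increase (Ex 488/Em 500-530) after overnight compound treatment at 37 deg C flags inhibition of Vif-driven A3F-eYFP loss in stable HeLa A3F-eYFP/Vif cells seeded overnight beforehand.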
LDHA block – LDHA (human) enzyme inhibition; AID 1347041; activity change, % (values are at about 110 or 230 µM); purified LDHA, NADH/diaphorase-resazurin fluorescence; hits give low values; actives 0.15% (n = 480,000); P00338; in the data active = activity change below about -30%; inconclusive = mostly about -25% to -30%;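 note: plate controls were DMSO wells for no effect and wells without enzyme for full effect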
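Human LDH5 at 2 nM final in Tris HCl pH 7.4 with 0.06 mM NADH and 0.2 mM pyruvate, reacted 5 minutes at room temperature. Remaining NADH coupled via diaphorase/resazurin; resorufin fluorescence read at 0 and 20 minutes, normalized to enzyme-free and DMSO wells.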
Numbers without * were called inactive; ? = inconclusive; . = no result given. Unless noted, calls come from the whole dose curve; as a rule, active = well fitted curve in the direction sought with a large enough effect; inconclusive = small, poorly fitted or top-dose-only effect, or another doubt; inactive = no such curve, though single readings can be large; an effect the other way counts as inactive or inconclusive.

SMILES	D1 PAM	Vif-A3G inh	GRP78 ERSR act	D1 ag	D1 antagonist	RXFP1 agonist	D2 potentiator	Vif-APOBEC3F blk	LDHA block
O=C(c1ccc(S(=O)(=O)Nc2ccccc2)cc1)N1CCCC(C(F)(F)F)C1 (centres undefined)	-13.3	6.3%	-2.3%	50.8*	-5.4	2.9%	4.6	-18.5%	1.2
CN(CC(=O)Nc1ccc(F)cc1)C(=O)COc1ncnc2ccccc12	0.7	-0.1%	-1.7%	3.8	-3.0	5.2%	-5.6	6.4%	-1.8
O=C(NCCCc1ccccc1)c1cccc(NC(=O)C2CCC2)c1	.	-5.1%	0.2%	.	.	.	.	2.3%	-0.4
O=C(COC(=O)C12CC3CC(CC(O)(C3)C1)C2)Nc1ccc(Cl)cc1F	2.2	1.0%	-4.4%	0.1	-3.7	0.7%	.	7.0%	0.3
Cc1ccc(C)c(N(CC(=O)Nc2ccc(-c3nc4ccc(C)cc4s3)cc2)S(C)(=O)=O)c1	-7.4	-14.8%	2.0%	4.4	-3.8	0.2%	0.3	-23.6%	-3.7
O=C(Cc1ccc2ccccc2c1)Nc1ccccc1Br	-2.4	-3.5%	-5.3%	5.5	-2.1	2.8%	-1.5	-17.5%	-3.0
COc1ccc(-c2nn(CC(=O)N3CCCCC3)c(=O)c3ccccc23)cc1	3.9	.	.	-0.1	13.6	10.7%	12.1	.	.
O=C(Nc1cc(S(=O)(=O)N2CCCCC2)ccc1N1CCCCC1)c1ccncc1	-3.7	-1.8%	-2.5%	0.9	14.9	2.2%	-1.5	6.1%	-6.3
CCOc1ccc(C2C(C#N)=C(N)Oc3cc(C)n(CCN(C)C)c(=O)c32)cc1OCC (centres undefined)	-5.0	-5.8%	-3.0%	0.5	-2.7	1.5%	9.5	-5.9%	-7.8
COc1ccc(-c2nnn(CC(=O)N(Cc3cccs3)C(C)C(=O)NC3CCCC3)n2)cc1OC (centres undefined)	1.2	-4.1%	-0.5%	2.9	0.7	5.6%	2.6	-11.9%	-3.4
CC(=O)Nc1ccccc1-c1nc2ccc(C(=O)N3CCN(c4cc(C)ccc4C)CC3)cc2[nH]c1=O	.	-6.5%	-4.5%	3.4	4.5	0.6%	4.0	-7.5%	-0.9
CCCCN(C)CCN1C(=O)C2C(C(=O)Nc3ccc(Cl)cc3)C3C=CC2(O3)C1C(=O)NC1CCCCC1 (centres undefined)	-4.6	4.2%	-2.5%	-1.1	-0.5	-4.2%	0.0	-2.0%	-3.3
COC(=O)c1ccc(CO/N=C(\NC(C)=O)c2nonc2NC(C)=O)cc1	4.6	0.0%	-3.2%	2.7	-0.2	0.8%	2.4	-18.6%	-2.2
NNC(=S)Nc1ccc(C(F)(F)F)cc1Cl	-0.1	1.2%	-0.1%	2.2	4.7	0.2%	-3.3	-1.4%	0.9
Cc1cc(NC(=O)CN2CC(C)OC(C)C2)n(-c2nc3ccccc3s2)n1 (centres undefined)	5.0	-3.4%	-3.5%	1.8	5.4	0.3%	9.1	-1.4%	-4.9

5 entries from above, arranged by heavy-atom count, smallest number first.
SMILES	D1 PAM	Vif-A3G inh	GRP78 ERSR act	D1 ag	D1 antagonist	RXFP1 agonist	D2 potentiator	Vif-APOBEC3F blk	LDHA block
O=C(Cc1ccc2ccccc2c1)Nc1ccccc1Br	-2.4	-3.5%	-5.3%	5.5	-2.1	2.8%	-1.5	-17.5%	-3.0
O=C(COC(=O)C12CC3CC(CC(O)(C3)C1)C2)Nc1ccc(Cl)cc1F	2.2	1.0%	-4.4%	0.1	-3.7	0.7%	.	7.0%	0.3
O=C(c1ccc(S(=O)(=O)Nc2ccccc2)cc1)N1CCCC(C(F)(F)F)C1 (centres undefined)	-13.3	6.3%	-2.3%	50.8*	-5.4	2.9%	4.6	-18.5%	1.2
CCOc1ccc(C2C(C#N)=C(N)Oc3cc(C)n(CCN(C)C)c(=O)c32)cc1OCC (centres undefined)	-5.0	-5.8%	-3.0%	0.5	-2.7	1.5%	9.5	-5.9%	-7.8
COc1ccc(-c2nnn(CC(=O)N(Cc3cccs3)C(C)C(=O)NC3CCCC3)n2)cc1OC (centres undefined)	1.2	-4.1%	-0.5%	2.9	0.7	5.6%	2.6	-11.9%	-3.4

(listing goes on)
SMILES	D1 PAM	Vif-A3G inh	GRP78 ERSR act	D1 ag	D1 antagonist	RXFP1 agonist	D2 potentiator	Vif-APOBEC3F blk	LDHA block
O=C(O)C1Nc2c(C(F)(F)F)ccc(Cl)c2C2C=CCC12 (centres undefined)	3.2	-12.0%	-4.5%	9.6	-12.7	4.2%	-0.2	?	2.0
Cc1ccc(CSC2=Nc3ccccc3C3=NC(CCC(=O)NCc4cccs4)C(=O)N23)c(C)c1 (centres undefined)	0.1	0.5%	-3.3%	4.5	-0.8	2.7%	10.0	-0.4%	-1.5
COC(=O)c1ccc(NC(=S)N2CCN(Cc3ccccc3OC)CC2)cc1	-5.1	2.2%	-2.3%	2.4	-4.1	0.2%	2.4	?	1.8
CCOC(=O)C1C(=O)CC(C)(O)C(C(=O)OCC)C1c1cc(Br)ccc1OC (centres undefined)	-1.8	3.7%	-0.1%	0.8	4.9	1.4%	-2.1	-4.5%	-8.3
Cc1ccc(Cn2c(=N)n(CC(O)COc3ccccc3)c3ccccc32)cc1 (centres undefined)	-7.8	-0.7%	-8.3%	41.9*	-16.7	4.8%	4.4	-1.2%	-4.7
CC(C)(C)c1ccc(Cn2nc(CC(=O)O)c3ccccc3c2=O)cc1	-1.1	-4.2%	0.1%	3.0	19.9	-1.6%	-4.6	5.3%	-2.2
COc1ccc(F)cc1S(=O)(=O)NCCN1CCOCC1	-3.8	0.7%	-3.0%	6.2	-16.3	5.5%	1.0	1.9%	0.5
Cc1ccc(C)c(N2CCN(C(=O)CCCn3c(=O)c4cccn4c4cccnc43)CC2)c1	4.8	2.1%	-1.0%	0.2	-10.7	0.3%	0.7	-7.7%	-4.8
CCCNC(=O)CS(=O)(=O)Cc1nc(-c2cccc(OC)c2)oc1C	4.3	6.0%	0.1%	-2.5	-5.4	1.3%	.	6.6%	3.8
CC1Sc2ccc(S(=O)(=O)CCC(=O)N3CCCC3)cc2NC1=O (centres undefined)	-4.2	-0.5%	-4.3%	1.9	8.2	-1.1%	-0.6	5.1%	-0.7
CN1C(=O)NC(c2ccc(O)cc2)C(C(=O)c2cccs2)C1(O)C(F)(F)F (centres undefined)	-1.9	0.6%	5.6%	4.0	7.0	-0.8%	-7.0	-8.2%	-4.6
Cc1cccn2c(=O)c3cc(S(=O)(=O)c4ccccc4)c(=N)n(Cc4cccnc4)c3nc12	-6.5	-0.5%	-0.7%	2.7	-1.5	18.8%	-8.9	-6.5%	-3.3
CC(=O)c1cccc(NC(=O)N2C3CCC2CC(NC(=O)Nc2ccccc2)C3)c1 (centres undefined)	-1.6	-7.1%	1.0%	0.2	0.2	-1.5%	9.0	-28.5%	-2.0
CN(C)S(=O)(=O)c1ccc(-c2csc(-c3cccnc3)n2)cc1	0.5	-3.8%	-1.5%	0.9	-1.1	3.4%	-0.7	9.9%	-6.0
COc1ccc(C(=O)NCCS(=O)(=O)NCc2cccnc2)cc1	-5.5	-2.8%	-4.7%	0.7	-14.9	1.2%	-4.8	-5.3%	1.0
Cc1cc(C)c(S(=O)(=O)N2CCN(C(=O)C3COc4ccccc4O3)CC2)c(C)c1 (centres undefined)	-0.2	1.6%	-2.8%	1.8	-4.2	0.8%	9.0	-4.6%	-6.4
Cc1ccc(OCC(=O)OCc2cc(=O)n3ccsc3n2)cc1C	-5.0	3.7%	1.0%	9.8	-16.2	4.9%	11.6	-6.9%	-1.9
CCOc1ccc(S(=O)(=O)N(CC)CC)cc1NC(=O)CSCc1c(C)noc1C	-6.5	0.4%	-3.8%	15.6	-4.8	16.8%	-0.5	9.1%	-5.8
CCc1ccc2nc3c(c(C(=O)O)c2c1)CCC3	0.4	3.7%	0.7%	3.5	6.4	2.0%	6.3	-2.3%	-6.9
Cc1ccc2nc(NC(=O)COC(=O)c3cccnc3)sc2c1	.	0.1%	-2.7%	.	.	.	.	6.5%	-5.1
Cc1cc(C)n(CCc2nc(-c3ccc(C(C)(C)C)cc3)cs2)n1	1.6	-4.6%	-7.3%	2.8	3.1	1.3%	10.3	2.1%	5.8
CC(NS(=O)(=O)c1ccc2c(c1)OCCO2)c1ccccc1 (centres undefined)	5.5	0.9%	-2.7%	4.8	-1.8	-1.9%	12.0	-9.6%	-4.4
Cc1cccc(NC(=O)c2oc3ccccc3c2NC(=O)Cc2coc3c(C)c(C)ccc23)c1	-0.9	-6.8%	-3.3%	1.6	23.1	16.3%	-6.9	2.7%	-0.6
CCc1ccccc1NC(=O)CC(NCc1ccccc1)C(=O)O (centres undefined)	-5.7	2.1%	-0.1%	4.3	-0.7	1.4%	5.6	4.5%	-9.0
CCOc1ccc(N=CNc2ccc(OCC)cc2)cc1	-2.4	-2.0%	-6.2%	0.3	-3.9	-1.3%	26.4	0.0%	6.0
O=C(Cc1ccc(Cl)cc1)N/N=C/c1ccncc1	-3.6	2.8%	-2.6%	1.0	6.9	3.6%	-20.5	-3.2%	-8.5
COCCCNC(=O)c1cc(=O)n(Cc2ccc(Cl)cc2)c2ccccc12	-0.2	-3.6%	-4.9%	5.2	-31.1*	1.9%	.	0.8%	-5.8
COc1ccccc1CCNC(=O)C(=O)c1cn(CC(=O)N2CCCC2)c2ccccc12	-6.1	-8.5%	2.0%	0.0	-19.1	3.8%	-9.2	-25.3%	8.5
[O-][n+]1onc2c1CCc1c-2nc(-c2ccccc2)n1OCc1ccccc1	-0.1	2.6%	-4.9%	2.3	30.8	1.3%	-3.4	3.3%	14.4
Cc1ccc(-n2ncc3c2CCCC3NC(=O)c2ocnc2C)cc1C (centres undefined)	-3.4	0.6%	-2.7%	8.1	0.4	4.4%	-1.9	7.6%	-9.3
O=C(c1ccco1)N1CCN(C(=O)c2ccco2)C1=S	.	-12.5%	-12.8%	.	.	.	.	2.7%	-0.6
COc1ccc(OC)c2[nH]c(=O)c(CCNC(=S)NC(C)(C)C)cc12	1.2	0.0%	-5.1%	2.2	11.8	0.2%	3.0	0.3%	1.9

Only part of the results is shown; count on the stated rates, not on these rows.
